Screening results (PubChem)
CAL-PDZ inh HTS: CAL PDZ (human) peptide binding inhibition | Q9HD26 | purified CAL PDZ, TMR-peptide fluorescence polarization, 1 h | inhibition, % at 24.9 µM | hit rate 0.92% among 300,000 | AID 602252;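 active = mean inhibition of at least 30% with at least half of replicates also reaching 30%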;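 note: 0% = DMSO neutral control and 100% = excess unlabeled competitor peptide PRC23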
HTR5A ag ctr: HTR5A agonism, opioid heterodimer counter-screen. P47898. hit rate 0.61% among 340,000. AID 504692. activation, % at 9.3 µM. HTR5A agonist assay, luminescence, cell-based; in the data active = activation mostly above about 9.5%, no sharp cut-off; inactive = mostly below about 7.6%;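 note: 0% = cells with vehicle only and 100% = reference agonist; strong numbers were not always called active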
Target sequence (P47898 whole entry, looked up): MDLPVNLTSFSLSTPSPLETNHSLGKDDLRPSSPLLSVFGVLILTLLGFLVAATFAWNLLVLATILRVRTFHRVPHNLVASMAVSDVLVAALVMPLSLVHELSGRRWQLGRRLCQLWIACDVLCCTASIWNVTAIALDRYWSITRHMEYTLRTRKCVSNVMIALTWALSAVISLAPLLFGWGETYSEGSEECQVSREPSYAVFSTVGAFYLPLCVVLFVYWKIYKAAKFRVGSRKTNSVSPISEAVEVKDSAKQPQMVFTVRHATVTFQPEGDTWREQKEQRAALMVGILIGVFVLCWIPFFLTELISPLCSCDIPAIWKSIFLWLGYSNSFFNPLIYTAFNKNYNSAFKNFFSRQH
RTF Ca sens inh: cardiac RTF calcium desensitization; hit rate 0.12% among 340,000; IANBD-labeled cardiac RTF, Ca2+ fluorescence; inhibition, % at 7.15 µM; AID 493244; P19429+P45379;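 active = inhibition above the mean inhibition of all tested compounds plus 3 SD, cut at about 17% in these data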;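 note: assay run at fixed EC70 calcium of 1.6 mM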
OPRM1-OPRD1 inv: inverse agonist of human OPRM1-OPRD1 heterodimerization | cell-based MOR-DOR heterodimer luminescence, inverse agonism | inhibition, % at 9.3 µM | hit rate 0.21% among 340,000 | AID 504357; in the data active = inhibition above about 22%, passing the limit was not always enough;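 note: 0% = cells with DMSO and 100% = wells without cells with DMSO; values of inactives mirror those of a sister screen read the other way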
RTF Ca sens act: cardiac RTF calcium sensitization; hit rate 0.24% among 340,000; IANBD-labeled TnC RTF fluorescence at EC20 calcium; 0% EC20 calcium, 100% full calcium; activation, % at 7.2 µM; P19429+P45379;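 active = activation above the mean over all tested compounds plus 3 SD, cut at about 30% in these data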;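 note: rise in fluorescence read as greater calcium sensitivity of cardiac thin filaments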
OPRM1-OPRD1 ag: OPRM1-OPRD1 heterodimerization agonism. P35372+P41143. cells, luminescence. activation, % at 9.3 µM. hit rate 0.3% among 340,000; in the data active = activation above about 18%;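 note: 0% = vehicle-treated cells and 100% = reference agonist; values of inactives mirror those of a sister screen read the other way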
LANA DNA inh: KSHV C-LANA DNA binding inhibition; MBP-C-LANA/FAM-LBS DNA binding, fluorescence polarization; inhibition, % at 9 µM; hit rate 0.078% among 340,000; AID 504423;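 active = highest replicate inhibition at or above 60% at 9 µM, even if other replicates fall short; inactive = all replicates below 60% inhibition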;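 note: 0% = neutral control wells and 100% = 4 µM acridine orange control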
Keap1-Nrf2 PPI: Keap1-Nrf2 (human) interaction inhibition | Q14145 | Keap1 Kelch-Nrf2 peptide fluorescence polarization, 1536-well | hit rate 0.15% among 340,000 | inhibition, % at 9.4 µM | AID 504523; in the data active = inhibition above about 12%;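 note: human Keap1 Kelch domain with fluorescein labeled Nrf2 9mer peptide probe; 0% = neutral control wells and 100% = peptide positive control; higher means more block of Keap1 binding to Nrf2 peptide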
Target sequence (Q14145 whole entry, looked up, the tested form may be a part): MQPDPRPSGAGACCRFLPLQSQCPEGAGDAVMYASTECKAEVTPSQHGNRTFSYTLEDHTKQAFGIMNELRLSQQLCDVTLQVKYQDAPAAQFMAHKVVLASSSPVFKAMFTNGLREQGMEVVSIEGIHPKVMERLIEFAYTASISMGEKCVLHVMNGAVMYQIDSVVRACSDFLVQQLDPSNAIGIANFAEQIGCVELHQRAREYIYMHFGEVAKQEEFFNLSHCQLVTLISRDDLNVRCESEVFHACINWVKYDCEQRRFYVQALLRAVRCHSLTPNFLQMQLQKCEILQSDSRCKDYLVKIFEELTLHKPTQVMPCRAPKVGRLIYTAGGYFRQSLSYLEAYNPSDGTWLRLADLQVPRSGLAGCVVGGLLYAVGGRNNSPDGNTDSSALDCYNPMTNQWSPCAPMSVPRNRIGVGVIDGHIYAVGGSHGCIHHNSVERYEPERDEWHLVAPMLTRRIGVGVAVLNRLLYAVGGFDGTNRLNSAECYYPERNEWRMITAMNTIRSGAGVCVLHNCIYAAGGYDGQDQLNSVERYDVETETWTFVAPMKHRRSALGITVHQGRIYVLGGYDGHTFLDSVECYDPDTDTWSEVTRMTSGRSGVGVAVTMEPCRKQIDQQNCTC
V-ATPase pH: yeast V-ATPase proton transport regulation by pHLuorin | AID 504577 | response, % at 10 µM | hit rate 0.37% among 350,000 | S. cerevisiae, pHLuorin cytosolic pH fluorescence; in the data active = response mostly above about 7.3%, no sharp cut-off; inactive = mostly below about 5.4%; note: actives read high; inactives centre near 0; some compounds called inactive have numbers as strong as hits; reference of the scale not given here
HTR5A inv ag: counter-screen for OPRM1-OPRD1 inverse agonists: human HTR5A inverse agonism; hit rate 0.083% among 340,000; HTR5A cell line, luminescence; inhibition, % at 9.3 µM; AID 504634; in the data active = inhibition mostly above about 23%, no sharp cut-off; inactive = mostly below about 18%;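 note: 0% = cells with DMSO and 100% = no-cell wells with DMSO; some compounds called inactive have numbers as strong as hits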
Active calls of the source: *; · = no result given.

SMILES	CAL-PDZ inh HTS	HTR5A ag ctr	RTF Ca sens inh	OPRM1-OPRD1 inv	RTF Ca sens act	OPRM1-OPRD1 ag	LANA DNA inh	Keap1-Nrf2 PPI	V-ATPase pH	HTR5A inv ag
COCCCNC(=O)C(=O)NC1CCCCC1C (stereo unspecified)	-3	-3	-6	4	2	-1.0	-1.5	-2	-3	8
CCCc1nc(NCc2ccccc2)c(C#N)c2c1CCCC2	-3	-3	5	-20	-5	2.9	-1.4	-4	0	8
CCCCn1c(N)c(N(CC)C(=O)CSc2nnc(-c3ccco3)n2CC)c(=O)[nH]c1=O	4	-5	-7	6	-1	-0.9	-1.5	-8	-4	12
Cc1ccc(-n2c(N)c(C(=O)Nc3ccccc3F)sc2=S)cc1C	-1	-1	3	-14	13	3.1	-1.0	0	0	3
Cc1oc(-c2cccc(Cl)c2)nc1CS(=O)(=O)CC(=O)NCc1ccco1	-6	3	-1	16	-2	-3.2	2.4	1	-2	12
CCN(CC(=O)N1CCOCC1)S(=O)(=O)c1ccc(C)cc1	0	-1	-4	4	-7	-0.9	0.4	4	5	3
O=C(O)CCC(=O)Nc1ccc(Br)cc1C(=O)c1ccccc1	-6	4	-8	-5	8	1.1	-1.9	3	2	-10
CCOC(=O)C1CCN(C(=O)COc2ccc(S(=O)(=O)N3CCOCC3)cc2)CC1	-1	0	7	5	2	-1.4	-0.4	-1	-2	17
Cc1cc(=O)oc(C)c1C(=O)Nc1c(C)n(C)n(-c2ccccc2)c1=O	-1	-2	-5	13	-4	-2.6	2.0	0	0	15
COC(=O)c1cccc(NC(=O)Cn2nnc3ccccc32)c1	-3	-1	2	9	2	-1.6	1.3	5	1	0
COc1cccc2cc(-c3nnc(-c4ccccc4)o3)c(=O)oc12	-5	-5	-3	-6	-1	0.9	0.0	-3	8	14
COCCn1nnnc1C(c1cc2cc(OC)ccc2[nH]c1=O)N1CCC(Cc2ccccc2)CC1 (stereo unspecified)	-5	1	-2	-22	-20	3.8	-2.5	-4	2	9
CCOC(=O)C1(Cc2ccccc2C(F)(F)F)CCN(C(C)CSC)CC1 (stereo unspecified)	2	0	-5	2	-3	-0.3	-0.2	4	-2	15
COc1ccccc1NC(=O)NCC1CC1(Cl)Cl (stereo unspecified)	0	2	0	-15	8	2.8	0.2	-4	2	-4
COc1ccc(NC(=O)CCCCn2c(=O)[nH]c3ccccc3c2=O)cc1	1	-1	0	4	5	-0.8	1.8	-5	1	-23
CCOc1ccc(-c2nnc(SCC(=O)Nc3ccc4c(c3)c3ccccc3n4CC)n2N)cc1	-1	1	-11	-177	4	33*	0.6	-3	-1	-2
CCOC(=O)c1ccc(NC(=S)N2CCN(S(C)(=O)=O)CC2)cc1	·	-1	-12	8	-1	-1.6	0.6	-3	1	-6
CC(C)[C@H](CO)Nc1nc(Nc2ccc(Cl)c(C(=O)O)c2)c2ncn(C(C)C)c2n1	1	-6	3	4	0	-0.8	-1.1	-5	-2	14
S=c1[nH]nc(C2CCCCC2)n1/N=C/c1ccc(Cl)cc1	-2	-4	3	-31	-2	6.9	1.1	-5	0	13
Cc1cc(NS(=O)(=O)c2ccc(Nc3nc(-c4ccc(C)c(C)c4)cs3)cc2)no1	0	9	3	13	-7	-2.5	18	1	-1	-22
CCOc1ccc(C(=O)N/N=C(/C)C2C(=O)c3ccccc3C2=O)cc1	-2	-2	-14	-1	-1	0.2	-2.5	1	3	18
CCOC(=O)NC(=O)/C(N=Nc1ccc(C(F)(F)F)cc1)=C(\C)O	45*	0	-12	-11	-5	2.2	-1.7	-5	0	-2
COc1ccc(N2CCN(/C(=N\S(=O)(=O)c3ccc(C)cc3)Nc3nc(C)cc(C)n3)CC2)cc1	-4	1	-8	6	2	-1.2	0.9	-2	0	-10
COc1ccc(NC(=O)c2nnn(CC(=O)Nc3ccc4c(c3)OCO4)c2N)c(OC)c1	·	-1	-6	5	1	-1.0	-0.4	0	-2	-5
CC(=O)Nc1ccc(S(=O)(=O)N2CCC(N(C)CCC(C)C)CC2)cc1	2	-2	-2	11	-1	-1.9	0.0	-3	2	-13
Cn1c(CCCNC(=O)c2cccs2)nc2ccccc21	-2	-1	-4	15	-4	-2.5	2.1	-3	3	-5
COc1ccc(Cl)cc1NC(=S)N1CC(C)OC(C)C1 (stereo unspecified)	-1	2	-2	7	-2	-2.2	0.7	-1	0	12
COC(=O)c1c(NC(=O)CN2C(=O)NC3(CCC(C)CC3)C2=O)sc2c1CCC2 (stereo unspecified)	-4	1	-1	2	2	-0.5	-2.0	6	1	-14
COc1cccc(/C=N/NC(=O)c2c(C)nc3ccc(Br)cn23)c1O	4	-4	3	-16	-8	2.2	-0.2	4	1	12
COc1ccc(CNC(=O)C2CCCN(C(=O)Nc3ccc(OC)cc3)C2)cc1 (stereo unspecified)	-5	0	-18	1	4	-0.1	-0.1	-4	-1	-1
Cn1nnnc1SCC(=O)Nc1ccc(Cl)c(S(=O)(=O)N2CCOCC2)c1	-4	0	-4	3	5	-0.5	2.0	-1	0	1
CN1CCN(c2ccc(C(=O)c3ccccc3)cc2[N+](=O)[O-])CC1	-5	-2	-5	7	2	-1.4	0.7	0	-1	6
Cc1cc2nc(CCN(Cc3cccnc3)C(=S)Nc3ccc(F)cc3)[nH]c2cc1C	-5	8	-9	-12	-1	2.0	0.0	-4	2	-19
O=C(CSCc1ccc(Br)cc1)NCc1ccccn1	-3	1	-7	4	-3	-0.7	0.4	5	-4	14
CCOC(=O)C1(Cc2cccc(OC)c2)CCN(CC2CC=CCC2)CC1 (stereo unspecified)	2	-1	-1	-34	2	6.2	1.9	-2	1	2
O=C(CSc1nc2nc3c(cc2c(=O)n1-c1ccccc1)CCCC3)Nc1ccccc1	-4	4	-22	14	-2	-2.3	-2.9	-4	1	-13
COC(=O)C1C(=O)C=C(N2CCOCC2)CC1(C)C (stereo unspecified)	-15	5	-2	17	-4	-4.2	1.8	4	0	10
O=C(Cc1cccs1)NCc1ccco1	-2	6	-3	4	-2	-0.6	2.3	-3	4	-10
N#C/C(=C1/CCCCCN1)c1nc2ccccc2[nH]1	-1	1	5	5	-1	-0.8	-0.9	-6	-5	-17
Cc1ccc(OC(=O)c2cccc(C(=O)Oc3ccc(C)cc3)n2)cc1	-1	3	-1	4	-3	-0.7	0.6	0	1	-7
Cc1ccc(C)c(CN2C(=O)COc3ccc(C(=O)c4ccccc4C(=O)O)cc32)c1	-1	-1	-5	-17	5	3.4	0.6	-3	-2	2
COC(=O)c1c(C)oc(C)c1S(=O)(=O)NCc1ccco1	·	4	-1	8	0	-1.5	-1.1	4	4	6
Cc1cc(Cl)ccc1NC(=O)CN1C(=O)C(=O)N(C2CCCC2)C1=O	-2	-1	1	0	-2	0.1	0.4	1	3	-15
CCOc1cc(N2CCOCC2)c(OCC)cc1NC(=O)CN1CCC(Cc2ccccc2)CC1	-3	12*	3	2	-4	-0.4	-0.8	3	5	-32
N#Cc1cnn(-c2nc3sc4c(c3c(=O)[nH]2)CCCC4)c1N	1	-1	11	7	2	-1.2	-1.5	3	1	-21

Compounds above that contain a CF3 group (two):
SMILES	CAL-PDZ inh HTS	HTR5A ag ctr	RTF Ca sens inh	OPRM1-OPRD1 inv	RTF Ca sens act	OPRM1-OPRD1 ag	LANA DNA inh	Keap1-Nrf2 PPI	V-ATPase pH	HTR5A inv ag
CCOC(=O)C1(Cc2ccccc2C(F)(F)F)CCN(C(C)CSC)CC1 (stereo unspecified)	2	0	-5	2	-3	-0.3	-0.2	4	-2	15
CCOC(=O)NC(=O)/C(N=Nc1ccc(C(F)(F)F)cc1)=C(\C)O	45*	0	-12	-11	-5	2.2	-1.7	-5	0	-2

More structures:
SMILES	CAL-PDZ inh HTS	HTR5A ag ctr	RTF Ca sens inh	OPRM1-OPRD1 inv	RTF Ca sens act	OPRM1-OPRD1 ag	LANA DNA inh	Keap1-Nrf2 PPI	V-ATPase pH	HTR5A inv ag
CC1=C(C(=O)OC(C)C)C(c2ccccn2)n2ncnc2N1 (stereo unspecified)	·	1	-4	9	-1	-1.7	2.3	1	1	-41
O=C(OCc1ccccc1)N(CCCCN(CCCNCc1ccccc1)C(=O)OCc1ccccc1)CCCNCc1ccccc1	-2	1	1	-68	9	14	-2.1	-6	-4	-3
CC(C(=O)NCc1ccco1)n1ccc2cc(S(=O)(=O)N3CCCCC3)ccc21 (stereo unspecified)	·	-2	0	9	-7	-1.7	-0.4	-2	-3	22
COc1cc(C(=O)C(=O)c2ccc(O)c(OC)c2)ccc1O	-4	0	0	10	6	-2.3	-2.7	-6	1	-1
CCSc1nnc(NC(=O)CCNS(=O)(=O)c2cc(Br)cnc2N)s1	-7	5	2	9	2	-1.5	1.7	-1	1	-4
Cc1ccc(-n2ncc3ccccc3c2=O)cc1Cl	6	-1	1	-4	4	0.7	-0.5	-5	5	2
Cc1cc(=O)n(C)c(=O)n1CCCCCCOc1cccc([N+](=O)[O-])c1	-7	-3	-26	-3	5	0.5	-0.9	-2	-4	-18
Cc1noc(NS(=O)(=O)c2ccc(NC(=O)c3cccc(S(=O)(=O)Nc4ccccc4F)c3)cc2)c1C	-3	-7	-4	0	-5	0.0	0.3	-3	0	17
CCCNC(=O)CN(c1cccc(F)c1)S(C)(=O)=O	0	-2	-8	1	4	-0.3	2.1	-2	1	-12
Cc1ccc(C(=O)NNC(=O)c2ccccc2OCc2c(C)noc2C)cc1	-6	-3	-5	7	-4	-1.1	0.4	0	-1	2
Cc1nn(-c2ccc(F)cc2)c(Cl)c1/C=N/NC(=O)c1cccs1	-2	3	7	-61	4	12	-1.0	-3	3	-25
O=C(/C=C/c1cccnc1)c1ccccc1O	2	-2	-6	7	-7	-1.4	-1.2	-8	5	6
CC(C)NC(=O)Cn1c(=O)c2c(ncn2Cc2ccccc2)n(Cc2ccccc2)c1=O	·	4	1	3	-1	-0.6	0.7	5	5	-15
O=C(CCNS(=O)(=O)c1ccc(Br)cc1)NC1CCC(O)CC1 (stereo unspecified)	4	-4	0	17	-1	-4.5	2.8	-1	-4	10
Cc1c(N2C(=O)c3ccc(Br)cc3C2=O)c(=O)n(-c2ccccc2)n1C	36*	1	1	10	1	-1.6	-1.5	1	3	-3
O=C(Nc1nncs1)c1ccc(N2C(=O)C3C4C=CC(C4)C3C2=O)cc1 (stereo unspecified)	-3	-2	-14	6	-5	-1.0	2.2	-6	3	-5
OCC[C@H]1C[C@@H](O)[C@H](O)[C@]2(Cc3ccccc3CO2)O1	-3	1	0	9	-2	-1.5	-1.1	-1	-1	-4
C/C(=N\NC(=O)c1nnn(-c2nonc2N)c1CN(C)c1ccccc1)c1cccc(O)c1	-2	9	-7	-5	3	0.9	-0.7	-1	5	-9
Cc1cc(C)n2nc(C(=O)N/N=C/c3ccccc3C)nc2n1	-3	·	·	·	·	·	-1.1	1	2	·
Cc1nnc2ccc(-c3cccc(NS(=O)(=O)c4ccccc4Cl)c3)nn12	-1	-6	-5	-7	-2	1.1	-0.1	0	-3	-2
O=C(NC1CC1)C1=C[C@@H](c2coc3ccccc3c2=O)C[C@@H](OCCCCO)O1	0	0	5	13	-1	-2.4	0.2	-8	-2	4
CN1C(=O)c2cccc(NCCCN3C(=O)c4ccccc4C3=O)c2C1=O	-5	0	-11	2	8	-0.4	-8.1	-16	3	1
COCCN(C(=O)CSCC(=O)Nc1cccc(C)c1)c1c(N)n(Cc2ccccc2)c(=O)[nH]c1=O	·	4	4	19	1	-3.9	-1.3	-5	1	9

Outcome played no part in choosing rows. About 2.8% of those tested had a hit in this group.
